APJ antagonist: antagonists of human apelin receptor APJ, primary screen, CHO-K1 cells, beta-arrestin complementation, luminescence | P35414 | inhibition, % at 20 µM | 330,000 compounds, 0.32% hits | AID 2521, 2010;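 active = inhibition above about 40% at 20 µM, limit read from the data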;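 note: cells challenged with 10 nM apelin-13 agonist together with compound; plate controls were apelin-13 plus DMSO wells for no effect and DMSO wells lacking apelin-13 for full effect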
CXCR6 inh: CXCR6 receptor inhibitors, primary screen, cell-based, beta-arrestin, luminescence, CHO-K1 PathHunter, 1536-well | AID 602244, 2012 | 360,000 compounds, 0.36% hits | inhibition, % at 20 µM | C-X-C chemokine receptor type 6 (Homo sapiens), O00574; in the data active = inhibition above about 34%, passing the limit was not always enough;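 note: antagonist mode with CXCL16 agonist at 10 nM final; 0% = 10 nM CXCL16 with DMSO and 100% = unstimulated wells without agonist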
Target sequence (O00574 whole entry, looked up): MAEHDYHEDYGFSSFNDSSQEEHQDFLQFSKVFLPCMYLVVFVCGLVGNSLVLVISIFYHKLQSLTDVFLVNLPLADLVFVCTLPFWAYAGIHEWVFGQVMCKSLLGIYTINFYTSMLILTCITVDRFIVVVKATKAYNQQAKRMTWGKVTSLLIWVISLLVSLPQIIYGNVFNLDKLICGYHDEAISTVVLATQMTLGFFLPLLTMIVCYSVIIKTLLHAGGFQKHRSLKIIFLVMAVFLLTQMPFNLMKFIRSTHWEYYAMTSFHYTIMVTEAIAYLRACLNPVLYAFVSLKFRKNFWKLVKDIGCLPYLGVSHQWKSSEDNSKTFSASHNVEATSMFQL
ATG4B inhibitor: ATG4B protease inhibitors, primary screen, biochemical, fluorescence, uHTS | 340,000 compounds, 0.51% hits | inhibition, % at 8.33 µM | ATG4B cleavage of LC3-PLA2, NBD-HPC fluorescence, 1 h | Cysteine protease ATG4B (Homo sapiens), Q9Y4P1; in the data active = inhibition above about 40%
APJ agonist: agonists of human apelin receptor APJ, primary screen, CHO-K1 cells, PathHunter beta-arrestin, luminescence; P35414; 0% DMSO wells, 100% apelin; activation, % at 20 µM; 330,000 compounds, 0.11% hits; AID 2520, 2010;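 active = activation more than six SD over the plate average, tested at 20 µM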;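 note: 0% = DMSO alone and 100% = apelin-13 at 10 nM; some results filed as inactive read as strong as hits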
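Assay system: CHO-K1 cells stably expressing ProLink-tagged human APJ and arrestin–beta-gal acceptor. Compound dosing: 20 µM single point, 1% DMSO. Times: 16-18 h seeding, 90 min dark compound exposure, 60 min detection. Detection: beta-gal luminescence. Evaluation: APJ–arrestin association signal. Controls: negative DMSO alone, positive Apelin-13 at 10 nM.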
Gli-Sufu antag: Gli-Sufu pathway antagonists, primary screen, luciferase luminescence, Sufu-KO-LIGHT cells, uHTS | Sufu-KO-LIGHT fibroblasts, Gli luciferase reporter luminescence | inhibition, % at 5 µM | AID 588413, 2011 | 340,000 compounds, 0.74% hits;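 active = inhibition above about 55%, limit read from the data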;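 note: 0% = DMSO-treated cells and 100% = wells with medium but no cells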
UBC13 inh: UBC13 polyubiquitin chain formation inhibitors, primary screen, biochemical, TR-FRET, uHTS; inhibition, % at 20 µM; 330,000 compounds, 0.47% hits; Ubiquitin-conjugating enzyme E2 N (Homo sapiens), P61088; AID 485273, 2010; in the data active = inhibition above about 45%, passing the limit was not always enough
Target sequence (P61088 whole entry, looked up): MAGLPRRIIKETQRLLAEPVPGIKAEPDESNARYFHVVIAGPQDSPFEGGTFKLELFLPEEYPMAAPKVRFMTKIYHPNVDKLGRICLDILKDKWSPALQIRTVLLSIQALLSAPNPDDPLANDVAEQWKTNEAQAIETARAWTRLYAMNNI
CCR6 antagonist: CCR6 receptor antagonists, primary screen, cell-based, CHO-K1, luminescence, beta-arrestin, uHTS | C-C chemokine receptor type 6 (Homo sapiens), P51684 | CHO-K1 CCR6 PathHunter beta-arrestin, CCL20-stimulated | inhibition, % at 20 µM | 340,000 compounds, 0.49% hits | AID 493098, 2011;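 active = compounds whose inhibition of the agonist-driven luminescence signal at 20 µM reaches about 50%, limit read from the data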;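 note: cells stimulated with CCL20 at 14 nM final; plate controls were DMSO with CCL20 for no effect and DMSO without agonist for full effect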
EBI2 antag: EBI2 receptor antagonists, beta-arrestin recruitment, primary screen, cell-based, luminescence, 7a,25-OHC stimulation, uHTS; G-protein coupled receptor 183 (Homo sapiens), P32249; 7a,25-OHC stimulated; inhibition, % at 5 µM; 360,000 compounds, 0.81% hits; AID 651636, 2012; in the data active = inhibition above about 38%;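 note: enzyme fragment complementation signal reports receptor beta-arrestin coupling in cells; 0% = agonist plus DMSO wells and 100% = wells without agonist; some results beyond the cut were filed as inactive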
Target sequence (P32249 whole entry, looked up, the tested form may be a part): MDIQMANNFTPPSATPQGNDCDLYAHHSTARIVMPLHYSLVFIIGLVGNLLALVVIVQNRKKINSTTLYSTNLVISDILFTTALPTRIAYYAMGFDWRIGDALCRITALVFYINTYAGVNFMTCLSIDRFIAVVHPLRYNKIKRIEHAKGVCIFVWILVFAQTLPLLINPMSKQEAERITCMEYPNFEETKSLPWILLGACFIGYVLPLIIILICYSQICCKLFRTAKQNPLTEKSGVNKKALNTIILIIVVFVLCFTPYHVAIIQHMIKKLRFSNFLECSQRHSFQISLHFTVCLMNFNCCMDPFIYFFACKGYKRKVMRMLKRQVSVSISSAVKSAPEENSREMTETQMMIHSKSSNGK
An asterisk follows results filed as active; nt = not tested or not shown.

molecule	APJ antagonist	CXCR6 inh	ATG4B inhibitor	APJ agonist	Gli-Sufu antag	UBC13 inh	CCR6 antagonist	EBI2 antag
Cc1cccc(NC(=O)c2ccc(S(=O)(=O)N(C)C)cc2)n1	12	-11	-8	0	-8	9	7	8
NNC(=O)C1=NOC(CNc2ncc(C(F)(F)F)cc2Cl)C1 (stereo unspecified)	1	-9	-8	0	-3	-2	-23	-4
COc1ccc(C(C(=O)NC2CCCC2)N(C(=O)c2ccoc2C)c2ccccc2)cc1 (stereo unspecified)	5	9	-10	-3	2	0	11	1
NC(=O)c1ccc(Nc2ccc3c(c2)CCC3)c([N+](=O)[O-])c1	3	10	30	-1	-5	-43	24	10
CCCCn1c(N)c(N(CC(C)C)C(=O)CCNC(=O)c2ccc([N+](=O)[O-])cc2)c(=O)[nH]c1=O	8	0	-5	-6	-16	-3	6	2
NC1=NCc2ccccc21	18	-2	5	-4	-2	1	6	-8
O=S(=O)(NCCOc1ccc(F)cc1)c1ccc2c(c1)OCCO2	-1	-3	-9	-1	-20	2	-1	1
C(#Cc1ccc(C#CCN2CCCC2)cc1)CN1CCCC1	-6	-3	3	1	22	9	2	-11
COC(=O)CSc1nc(-c2ccc(F)cc2)cc(C(F)(F)F)n1	14	3	-2	-3	1	6	28	4
Cc1nc(SCC(=O)Nc2ccc(F)cc2)c2oc3ccccc3c2n1	-11	4	-3	-2	0	-3	7	9
NC(=O)CC(NC(=O)Cc1ccc(Br)cc1)c1ccc(NC2CCCCCC2)c([N+](=O)[O-])c1 (stereo unspecified)	14	13	-14	-5	-15	-24	30	6
CCN1C(=O)CS/C1=N\S(=O)(=O)c1ccc(Cl)cc1	-8	-2	5	-6	5	4	13	-1
COc1cccc(NC(=S)N(Cc2ccccn2)Cc2ccccc2Cl)c1	9	8	0	-2	13	-1	16	11
O=[N+]([O-])c1ccc(-c2csc(N3CCc4ccccc4C3)n2)cc1	-19	4	6	6	-1	-6	8	3
Cc1ccc(SCC(=O)c2cc(C)c(O)c(C)c2)cc1	-13	2	-1	-4	-15	-8	14	33
Cc1cc(C(=O)O)ccc1-c1ccc(/C=C2\NC(=O)N(Cc3ccccc3Cl)C2=O)o1	-3	2	15	-1	-12	-6	14	0
Cc1cc(=O)oc2c1c(C)nn2-c1ccc(Cl)cc1	24	14	0	-2	0	-6	-6	-1
CC(C)Nc1oc(Cc2cccc3ccccc23)nc1C#N	-1	-9	4	-4	-9	33	16	5
Cc1ccc(OCC(=O)N/N=C2/SCC(=O)N2Cc2ccccc2)cc1	6	-2	-4	-3	0	-5	11	6
O=C(Cc1nnc(NC(=O)Nc2ccc(Cl)cc2)s1)NCc1ccccc1	4	-8	14	0	-3	-4	-1	-1
CCC1c2ccc(C)n2CCN1C(=O)Nc1ccccc1C(=O)OC (stereo unspecified)	-29	0	4	-2	-113	11	5	-10
COC(=O)CC(NS(=O)(=O)c1cccs1)c1ccc2c(c1)OCO2 (stereo unspecified)	17	-2	-5	-1	-17	8	-4	-15
CCCCNC(=O)c1onc(CSc2cc(C)cc(C)c2)c1C(=O)O	13	6	-13	-1	-3	-16	-6	-17
Cc1cc(C)cc(N2C(=O)CSC2c2cccs2)c1 (stereo unspecified)	3	0	5	2	-10	1	-2	2
COc1cccc(NC(=O)CN(C)CC(=O)NCc2ccc3c(c2)OCO3)c1	16	5	-8	-3	-2	0	-8	1
CCOc1cc(/C=C2\SC(=NC)N(C)C2=O)c(Br)cc1OC(C)=O	12	11	0	-4	0	-5	23	1
Cc1nc2ccc(NS(=O)(=O)c3ccc(F)cc3)cc2s1	3	5	-1	-1	5	-17	12	3
COCCN(C(=O)CSc1nc2ccc(Cl)cc2[nH]1)c1c(N)n(Cc2ccccc2)c(=O)[nH]c1=O	-49	-26	-5	15	-4	-4	-7	-9
O=C(C(c1ccccc1)c1ccccc1)N(Cc1ccco1)C1CCS(=O)(=O)C1 (stereo unspecified)	4	10	-2	5	13	-5	6	5
Cc1ccc(OCc2ccc(C(=O)NCC3CCCO3)cc2)cc1C (stereo unspecified)	0	2	0	-1	-19	13	9	3
CCCc1ccc(C(=O)NNc2cc(Cl)ccc2Cl)cc1	-7	-10	24	-2	36	10	-8	4
CCC(C)NC(=O)CN(c1ccc(Cl)c(Cl)c1)S(C)(=O)=O (stereo unspecified)	-27	1	-7	2	4	-13	12	8
N#CN(Cc1ccccc1)Cc1ccccc1	9	9	-4	-7	3	3	12	6
O=C(CNS(=O)(=O)c1ccccc1)N1CCCC1	-5	-2	-6	-1	2	0	4	-4
COc1ccc(S(=O)(=O)N2CC(C(=O)O)Oc3ccc(Cl)cc32)cc1 (stereo unspecified)	7	2	6	2	5	-5	-1	1
NC(=O)C1(N2CCCCC2)CCN(C(=O)NC2CCCCC2)CC1	25	-2	-2	-3	1	7	6	-13
C[n+]1ccccc1C1CCCC/C1=N\Nc1ccc([N+](=O)[O-])cc1[N+](=O)[O-] (stereo unspecified)	-41	-3	0	3	3	-27	9	-15
O=C(CCNS(=O)(=O)c1cccs1)N1CCN(c2ccc(F)cc2)CC1	13	4	0	1	1	0	-17	10
Cc1ccnc(NS(=O)(=O)c2ccc(NC(=O)CCc3ccccc3)cc2)n1	-9	0	-9	1	13	-13	4	-1
Cn1cc2cc(NC(N)=S)ccc2n1	6	0	-5	-2	-2	-12	2	-8
Brc1cc(Br)c2nc(-c3cccs3)ccc2c1	-11	-7	2	1	0	-8	-15	12
Oc1oc(-c2ccccc2)nc1/C=N/c1nccs1	17	-2	4	-3	-10	-8	25	6
O=C(CCN1C(=O)c2ccccc2C1=O)NCCN1CCOCC1	-6	5	-9	0	-1	-12	4	3
Cc1ccc(S(=O)(=O)N(C)CC(=O)O/N=C(\N)c2ccc([N+](=O)[O-])cc2)cc1	-59	-9	-7	9	-1	-6	-18	-15
COCCNC(=O)C(=O)NCC1OCCN1S(=O)(=O)c1ccc(F)cc1 (stereo unspecified)	-11	-1	-3	-3	-5	-8	-10	-3
NC(N)=Nc1nc2ccccc2o1	8	-10	6	-1	1	8	5	8
COc1ccc(-c2oc3cccnc3c2/C=C/c2ccc(OC)c(OC)c2)cc1	-42	0	4	15	1	16	-3	1
CCCCCCSc1ccc([C@@H]2[C@H]3C(=O)N(CC)C(=O)[C@H]3[C@]3(C(=O)OC)CCCN23)cc1	2	2	-7	-1	4	7	19	2
C/C(CC(=O)Nc1cccc(Br)c1)=N\NC(=O)c1ccc(O)cc1O	-5	-6	5	2	1	4	3	-9
CC1(c2nnc(Cc3ccccc3)o2)CC(c2ccccc2F)=NO1 (stereo unspecified)	5	-17	-3	0	-2	2	-1	-4

Reformatted as labelled records: two of the compounds above.
C/C(CC(=O)Nc1cccc(Br)c1)=N\NC(=O)c1ccc(O)cc1O
- APJ antagonist: -5
- CXCR6 inh: -6
- ATG4B inhibitor: 5
- APJ agonist: 2
- Gli-Sufu antag: 1
- UBC13 inh: 4
- CCR6 antagonist: 3
- EBI2 antag: -9
CC1(c2nnc(Cc3ccccc3)o2)CC(c2ccccc2F)=NO1 (stereo unspecified)
- APJ antagonist: 5
- CXCR6 inh: -17
- ATG4B inhibitor: -3
- APJ agonist: 0
- Gli-Sufu antag: -2
- UBC13 inh: 2
- CCR6 antagonist: -1
- EBI2 antag: -4

(more compounds)
molecule	APJ antagonist	CXCR6 inh	ATG4B inhibitor	APJ agonist	Gli-Sufu antag	UBC13 inh	CCR6 antagonist	EBI2 antag
Cc1cccc(N(CC(=O)NC2CCCC2)C(=O)CCC(=O)Nc2ccccn2)c1	-20	-6	-8	-1	9	2	6	-5
CCCc1cc(=O)oc2cc(OCC(=O)Nc3ccc(CN4CCOCC4)cc3)c(Cl)cc12	13	11	-7	5	4	6	15	-1
COC(=O)Cn1c(=NC(=O)CN2C(=O)CCC2=O)sc2cc(S(N)(=O)=O)ccc21	-5	-1	3	-1	8	0	-4	-12
O=C(Nc1ccc(Cl)cc1C(=O)NCc1cccnc1)c1ccco1	-7	-2	0	-4	-2	8	3	-11
COc1ccccc1-c1c(-c2ccc(O)cc2O)n[nH]c1C(F)(F)F	-29	-1	-8	-5	50	0	4	-7
COc1ccc(Cc2nnc(SCC(=O)Nc3cc(Cl)ccc3C)[nH]c2=O)cc1	-9	-1	-1	11	-11	3	5	5
Cc1cccc(N2C(=O)CC(N3CCN(c4ccc(Cl)cc4)CC3)C2=O)c1 (stereo unspecified)	12	-2	3	-2	-3	11	-1	-3
O=C(Cc1ccc(Cl)cc1)N1CCN(C(=O)c2ccco2)CC1	18	1	-12	0	-4	0	5	5
Cc1ccc(NC(=O)C2CCCN2C(=O)OCc2ccccc2)c(C)c1 (stereo unspecified)	9	5	-3	-5	-2	6	3	4
Cc1nn(Cc2c(F)c(F)c(F)c(F)c2F)c(C)c1NC(=O)c1ccc(COc2ccccc2Cl)o1	-18	9	68*	-4	-1	7	-7	8
COC(OC)c1nc(SCC(=O)Nc2cccc(Cl)c2)ncc1C(=O)O	14	7	-4	2	-4	2	7	-4
O=C(COc1ccc(Br)cc1)OCCN1CCCCC1	-12	0	5	-3	-10	-2	-10	-15
Cn1sccc1=O	10	10	5	-4	4	-11	22	-10
Cc1ccc2cc(/C=N/NC(=O)CN3CCCCC3)c(Cl)nc2c1	-5	10	-4	1	5	-13	12	-6
CCS(=O)(=O)Nc1cccc(C2=NN(S(=O)(=O)c3ccc(C)cc3)C(c3ccco3)C2)c1 (stereo unspecified)	-8	4	-24	-1	-4	-1	21	2
CCCN(CC(=O)Nc1ccc(NC(C)=O)cc1)CC(=O)Nc1ccc(F)c(F)c1F	7	5	5	-1	0	4	2	4
Cc1ccc(SCC(=O)N(Cc2nc(-c3ccccc3)no2)C(C)C)cc1	5	-5	9	-2	12	0	2	7
CCOc1ccccc1-n1ccn(CC(=O)Nc2ccc(Br)cc2F)c(=O)c1=O	10	9	-10	-3	4	-10	-3	0
CCCN1CCC(NC(=O)Cc2ccccc2OC)CC1	0	-3	1	-5	4	11	8	-10
Cc1ccc(S(=O)(=O)N(CC(=O)Nc2ccc(F)cc2)C(=O)N2CCN(C)CC2)cc1	12	-4	5	-3	-9	3	4	-2
O=C(CSc1oc(-c2cccs2)nc1S(=O)(=O)c1ccccc1)NC1CCCCC1	2	2	-4	-1	-1	-10	-4	5
COc1cc(N=Nc2ccc(C)cc2S(N)(=O)=O)c(C)cc1N	nt	22	-11	nt	-8	nt	38	21
CSCC(C)N1CCC(CO)(CCCc2ccccc2)CC1 (stereo unspecified)	9	-1	6	0	19	1	17	2
COc1ccc(CN(C)CC(=O)NCC(=O)Nc2c(C)cccc2C)cc1	2	4	-9	1	8	-4	0	2
CCOC(=O)C1(C)/C(=N/Nc2ccccc2Cl)C(=O)C(=O)N1c1ccccc1 (stereo unspecified)	19	24	38	-9	7	-81	38	-6
CC(c1ccccc1)n1cc(C(=O)NCc2cccnc2)nn1 (stereo unspecified)	11	-2	-11	4	-14	8	-14	-3
O=C(Cc1cccs1)Nc1ccc(N2CCOCC2)cc1	-2	-9	2	-2	-5	1	5	-22
O=C(/C=C/c1ccccc1[N+](=O)[O-])NCc1ccncc1	13	-1	-16	-3	-23	0	-5	-10

High-throughput results deposited in PubChem by Sanford-Burnham Center for Chemical Genomics.
